PI4K2A block: blocks human PI4K2A kinase activity; Q9BTU6; purified PI4K2A, ADP-Glo luminescence, 1 h; active compounds read low; activity change, negative = inhibition, % at 76.9 µM; 0.13% of 420,000 active; AID 1346378; in the data active means activity change below about -50%; inconclusive means mostly about -30% to -49%;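 further: -100% = wells without enzyme as full effect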
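ADP-Glo luminescence measured ADP generated by PI4K2A enzyme (4 ug/mL before mixing) with 1.2 mM PI substrate (pre-mix) and 300 microM ATP (pre-mix). Tris pH7.5 buffer with MgCl2, Triton X-100; 1 h reaction at ambient temperature.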
TRHR ag: TRH receptor (human) agonism | P34981 | TRHR cells, calcium flux fluo-8, FDSS agonist mode | activation, % at 2 µM | 0.18% of 360,000 active | AID 493084; in the data active means activation above about 30%; further: 0% is about no effect
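Read-out: compound-evoked intracellular calcium rise in TRHR cells, fluo-8 dye, kinetic FDSS fluorescence at 1 s/cycle following a 10-cycle baseline. Cells cultured overnight before dye loading (30 min–1.5 h, RT).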
rTrxR1 inhibitor: inhibitors of rat thioredoxin reductase 1; O89049; AID 588453; Potency, µM (highest dose often 114 µM), inactives show at the highest dose activity change, negative = inhibition, hits mostly inhibitors; recombinant rTrxR1, NADPH fluorescence consumption, selenite substrate; 1% of 390,000 active; further: potency means the concentration at half of the fitted maximal effect; on the % scale 0 is the no-effect control and ±100 the full control effect; nearly all actives have a fitted effect of over 65% in size
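Rat TrxR1 (90 nM in the dispensed reagent) was pre-reduced with 400 uM NADPH for 5 min at room temperature, then incubated with compound for 15 min. After 400 uM selenite was added, NADPH fluorescence (Ex 340/Em 450 nm) was followed for 8 min.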
TrxR1 substrate: is turned over as a substrate by rat TrxR1; 0.01% of 390,000 active; purified TrxR1 substrate turnover, NADPH consumption readout; AID 588456; O89049; Potency, µM (highest dose often 114 µM), for the others: top-dose activity change, negative = substrate turnover; further: potency means the concentration at half of the fitted maximal effect; on the % scale 0 is the no-effect control and ±100 the full control effect; nearly all actives have a fitted effect of over 50% in size
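Rat TrxR1, dispensed at 90 nM, was prereduced with 400 uM NADPH (final) for 5 min at ~22 deg C, then incubated with compound 15 min before 400 uM selenite. A first-read NADPH fluorescence drop versus no-compound background flagged substrates.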
USP1 inh: blocks the human USP1/UAF1 deubiquitinase complex. recombinant USP1/UAF1, Ub-Rhodamine cleavage fluorescence. Potency, µM (top dose mostly 57.1 µM), for the others: at the top dose activity change, negative = inhibition, hits mostly inhibitors. 0.23% of 390,000 active. AID 743255; further: potency means the concentration at half of the fitted maximal effect; on the % scale 0 is the no-effect control and ±100 the full control effect; nearly all actives have a fitted effect of over 60% in size; inactives centre near -12
Target sequence (O94782 whole entry, looked up): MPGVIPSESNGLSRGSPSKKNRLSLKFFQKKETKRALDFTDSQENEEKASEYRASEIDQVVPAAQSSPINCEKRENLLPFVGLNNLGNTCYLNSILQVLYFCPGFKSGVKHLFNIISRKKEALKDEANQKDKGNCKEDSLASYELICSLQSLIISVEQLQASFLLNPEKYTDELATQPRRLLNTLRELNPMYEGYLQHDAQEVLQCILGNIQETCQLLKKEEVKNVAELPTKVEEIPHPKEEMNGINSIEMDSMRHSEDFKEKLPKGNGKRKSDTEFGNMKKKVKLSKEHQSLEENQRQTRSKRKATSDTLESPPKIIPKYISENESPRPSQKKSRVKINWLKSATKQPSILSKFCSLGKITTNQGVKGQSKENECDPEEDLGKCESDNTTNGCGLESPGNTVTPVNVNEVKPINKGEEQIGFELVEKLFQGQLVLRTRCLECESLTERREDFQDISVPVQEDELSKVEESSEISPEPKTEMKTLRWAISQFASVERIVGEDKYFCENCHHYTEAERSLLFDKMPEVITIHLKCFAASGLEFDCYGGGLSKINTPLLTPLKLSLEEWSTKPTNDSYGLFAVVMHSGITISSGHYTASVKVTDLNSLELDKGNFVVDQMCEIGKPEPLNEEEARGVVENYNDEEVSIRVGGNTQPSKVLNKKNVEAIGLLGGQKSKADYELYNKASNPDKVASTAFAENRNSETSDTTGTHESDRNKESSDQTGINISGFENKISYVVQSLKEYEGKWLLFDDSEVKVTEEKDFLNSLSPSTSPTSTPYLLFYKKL
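In this screen, compounds sit with the deubiquitinase complex (1nM) for 15 min at room temperature before Ub-Rho is added at 150nM final. Fluorescence rise is then followed for 6 reads every 60 seconds.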
mIDH1 inhibitor: inhibitors of human mutant IDH1 R132H | IDH1-R132H enzyme, NADPH consumption, diaphorase/resazurin fluorescence | Potency, µM (series often up to 76.6 µM), for the others: at the highest dose activity change, negative = inhibition, actives largely listed as inhibitors | 0.093% of 390,000 active | AID 602179; further: potency means the concentration at half of the fitted maximal effect; on the % scale 0 is the no-effect control and ±100 the full control effect; nearly all actives have a fitted effect of over 65% in size
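IDH1-R132H (0.5 ug/mL) preincubated 30 min with compound, then NADPH (0.016 mM) and alpha-KG (2 mM) added; 80 min at RT, pH 7.5. Remaining NADPH coupled via diaphorase/resazurin to fluorescence (540/590 nm); concentration-response curves normalized to no-enzyme control.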
D2 ag: agonists of human D2 dopamine receptor; HEK293 T-REx D2 cells, calcium flux agonist mode; 0.53% of 340,000 active; activation, % at 2 µM; P14416; AID 485358;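 active means activation over 3 SD above normal in the single-dose calcium agonist read, cut at about 30% in these data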; further: 0% is about no effect
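Agonism is scored from calcium flux in a force-coupled, inducible HEK293 cell line expressing D2, read kinetically for 180 s after compound addition against dopamine controls.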
D2 antag: antagonists of human D2 dopamine receptor; P14416; HEK293 TREx D2 cells, calcium flux, dopamine EC80; inhibition, % at 10 µM; 2% of 340,000 active; in the data active means inhibition above about 30%; further: 0% is about no effect
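HEK293 T-REx D2 cells, tet-induced, calcium dye no-wash. Cpd pintool add, 180 s kinetic, then EC80 DA, 180 s kinetic. Ca flux read.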
TRHR PAM: allosterically enhances the human TRH receptor | enhancement, % at 2 µM | 0.66% of 360,000 active | TRHR cells, fluo-8 calcium fluorescence, EC20 TRH enhancement | P34981; in the data active means enhancement above about 30%; further: 0% is about no effect
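TRHR-expressing cells loaded with fluo-8 calcium dye were read kinetically (ex 480/em 530) during compound addition, then stimulated with an EC20 of TRH (10 nM final). Enhancement of the Gq-mediated intracellular calcium response was scored.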
Starred values were filed as active, the others as inactive; ? = inconclusive; / = not tested or not shown; & = joins results of further samples; [ ] = dose if it differs, or a comment. Unless noted, the call rests on the fitted dose curve; in most records, active means well fitted inhibition curve with a large enough effect; inconclusive means small, poorly fitted or top-dose-only effect; inactive means no such curve, though single readings can be large or run the other way. An excerpt; rates above refer to the full screens.

SMILES,PI4K2A block,TRHR ag,rTrxR1 inhibitor,TrxR1 substrate,USP1 inh,mIDH1 inhibitor,D2 ag,D2 antag,TRHR PAM
CC(=O)N1N=C(c2cccnc2)CC1c1ccccc1O (stereo unspecified),5,0.2,19%[57.1 µM],5%,-1%,14%,-0.1,-8,-2
O=C(c1ccc2nc(-c3ccco3)c(-c3ccco3)nc2c1)N1CCC2(CC1)OCCO2,-13,0.1,4.5µM*,3%,-25%,2%,/,/,1
COc1ccccc1CNCCc1ccc(F)cc1,-2,1.3,10%,3%,-4%,0%,-0.4,23,0
CSc1ccccc1C(=O)C1CCCN(Cc2cccc(C)n2)C1 (stereo unspecified),3,0.3,1%[57.1 µM],-27%[57.1 µM],?,1%,0.2,5,-5
Clc1cccc(/C=N\Nc2nccs2)c1,6,0.3,?,-20%,-22%,3%,0.0,-20,1
Cc1ccc(C(=O)C2CN(C)CC2C(=O)c2ccc(C)cc2)cc1 (stereo unspecified),7,0.9,-25%,-8%,-17%,6%,0.5,-7,-2
C=CCOc1c(Cl)cc(CNc2ccc3[nH]c(=O)[nH]c3c2)cc1OC,-1,0.2,?,-1%,-13%,21%,0.7,2,-2
Cn1nc(-c2ccc(OCC(=O)N3CCN(Cc4ccccc4)CC3)cc2)c2ccccc2c1=O,4&2,-1.1&-0.3,5%&20%,0%&3%,?,1%&13%,0.0&1.7,-1&-16,7&-8
CCN1C(=O)C(=Cc2c(C)n(CC(=O)NCC3CCCO3)c3ccccc23)C(=O)N(CC)C1=S (stereo unspecified),-7,-0.1,11µM*,-2%,-22%,-14%,0.6,12,-6
COc1cc2c(cc1OC)[C@@]13CCN4CC5=CCO[C@H]6CC(=O)N2[C@H]1[C@H]6[C@H]5C[C@H]43,2,-0.3,4%,4%,-2%,-12%,1.7,-11,0
COC(=O)C1=C(c2cccc(OCc3ccccc3)c2)C[C@@H]2CC[C@H]1N2C(=O)NCc1ccc(Br)cc1,4,1.1,11%[57.1 µM],-9%,-1%,22%,3.0,-12,10
NP(=O)(Oc1ccccc1Cl)Oc1ccccc1Cl,2,-1.6,32%,6%,-25%,8%,-1.1,-4,3

One compound at a time, as listed above. Values in the order: PI4K2A block, TRHR ag, rTrxR1 inhibitor, TrxR1 substrate, USP1 inh, mIDH1 inhibitor, D2 ag, D2 antag, TRHR PAM
Profile of `Cn1nc(-c2ccc(OCC(=O)N3CCN(Cc4ccccc4)CC3)cc2)c2ccccc2c1=O` = 4&2, -1.1&-0.3, 5%&20%, 0%&3%, ?, 1%&13%, 0.0&1.7, -1&-16, 7&-8
Profile of `COC(=O)C1=C(c2cccc(OCc3ccccc3)c2)C[C@@H]2CC[C@H]1N2C(=O)NCc1ccc(Br)cc1` = 4, 1.1, 11%[57.1 µM], -9%, -1%, 22%, 3.0, -12, 10

New compounds follow:
SMILES,PI4K2A block,TRHR ag,rTrxR1 inhibitor,TrxR1 substrate,USP1 inh,mIDH1 inhibitor,D2 ag,D2 antag,TRHR PAM
CC(c1ccc(F)cc1)n1cc(C(=O)NCc2ccc3c(c2)OCO3)nn1 (stereo unspecified),14,1.5,12%[57.1 µM],3%,-16%,1%,0.2,-6,3
CCN(CC)S(=O)(=O)c1ccc(N=Cc2c(O)n(-c3ccccc3)c(=O)[nH]c2=O)cc1,-3,0.0,-20%,-17%,4%,14%,0.6,-2,2
COc1cc(CN2CCN(C(=O)COc3ccccc3)CC2)cc(OC)c1OC,-4,0.4,12%[57.1 µM],-4%[57.1 µM],-7%,6%,0.0,11,-6
CCOC(=O)c1c(/N=C/c2c(O)n(-c3ccc(F)cc3)c(=S)[nH]c2=O)sc2c1CCCC2,-2,0.0,-11%,-13%,-6%,2%,0.0,-3,8
CCC1(Cc2ccccc2)C(=O)NC(=S)N(C)C1=O (stereo unspecified),6,/,7%[11.4 µM],6%[57.1 µM],-10%,1%,/,/,/
N#CC1=C(N)Oc2c(c(=O)oc3ccccc23)C1c1cccnc1 (stereo unspecified),-1,-0.2,-2%[57.1 µM],21%[57.1 µM],-10%,-4%,-0.8,17,0
CCC(=O)N1N=C2C3CCN(CC3)C2C1c1ccc(C)cc1 (stereo unspecified),-2,-0.7,16%[57.1 µM],-5%[57.1 µM],-20%,5%,0.0,9,5
Cc1c(C(=O)O)cccc1-n1c(C)cc(/C=C2\C(=O)NC(=O)N(c3ccc4c(c3)OCO4)C2=O)c1C,-6,2.0,?,-8%[57.1 µM],-2%,4%,0.6,0,3
C=CCN1C(=O)CSc2ccc(C(=O)N3CCC4(CC3)OCCO4)cc21,-2,2.4,18%,3%,-5%,4%,-0.7,3,-12
CC(=O)c1ccc(S(=O)(=O)N2CCN(c3nc4c(C)c(C)ccc4cc3C#N)CC2)cc1,0,/,35%,37%[activator],-16%,1%,/,/,/
COc1cc2c(cc1OC)C(C(=O)NC(C)C)C1CCCCN1C2=O (stereo unspecified),1,0.2,12%,12%,-3%,5%,/,/,-1
CCC(=O)OC(Cc1ccccc1)(c1ccccc1)[C@H](C)CN(C)C (stereo partly specified),-5,/,14%,3%,-19%,8%,/,/,/

Continued.
SMILES,PI4K2A block,TRHR ag,rTrxR1 inhibitor,TrxR1 substrate,USP1 inh,mIDH1 inhibitor,D2 ag,D2 antag,TRHR PAM
O=C1NC(=O)N(c2ccccc2)C(=O)/C1=C\C=C\c1ccccc1,-10,0.9,-39%,12%[57.1 µM],-20%,-2%,0.6,5,3
O=Cc1cn(CCCOc2ccccc2)c2ccccc12,2,-0.4,-13%,-13%,-15%,9%,-0.1,-2,1
Cc1ccc(N2C(=O)NC(=O)C(CCc3ccccn3)(Cc3cccc(Cl)c3Cl)C2=O)cc1 (stereo unspecified),4,-0.1,-9%,-7%,-6%,-1%,-1.0,-12,4
COCCO[C@H]1CCC2C3CC=C4C[C@@H](O)CC[C@]4(C)C3CC[C@@]21C (stereo partly specified),3,/,13%[57.1 µM],6%[57.1 µM],-6%,-1%,/,/,/
O=c1[nH]c(=O)n(Cc2ccc(F)cc2)c(O)c1C=Nc1ccc(Cl)cc1,-1,1.4,-7%,20%,-19%,6%,0.2,12,-7
C=CCN(CC=C)Cc1c[nH]c2ccccc12,5,-0.7,-11%,0%,-7%,0%,-1.0,-4,-2
CCCCn1c(O)c(C(C)=NCCc2ccccc2)c(=O)[nH]c1=O,0,0.0,0%,2%,-5%,4%,5.6,-3,-7
Brc1ccc(Oc2ccc(Br)cc2Br)c(Br)c1,3,0.7,19%,7%,-24%,2%,-0.7,-9,1
c1ccc2c3c(ccc2c1)OCC1CONC31 (stereo unspecified),1,0.1,-15%,-8%,-15%,-8%,/,/,0
O=c1[nH]c(=O)n(-c2cccc3ccccc23)c(O)c1C=NCCCn1ccnc1,10,1.4,-1%,-2%,-14%,9%,0.9,-6,-5
CC(C)(O)/C=C/C(=O)C(C)(O)C1C(O)CC2(C)C3CC=C4C(C=C(O)C(=O)C4(C)C)C3(C)C(=O)CC12C (stereo unspecified),-14,/,3%[11.4 µM],12%[57.1 µM],-21%,-1%,/,/,/
Cc1ccc(Cc2c(C)nc3nc(SCC(=O)N4CCC5(CC4)OCCO5)nn3c2C)cc1,4,0.3,16%[57.1 µM],12%[57.1 µM],-2%,-4%,0.1,-7,1

(list continues)
SMILES,PI4K2A block,TRHR ag,rTrxR1 inhibitor,TrxR1 substrate,USP1 inh,mIDH1 inhibitor,D2 ag,D2 antag,TRHR PAM
O=c1cc(CN2CCNCC2)nc2sccn12,-3,0.7,-58%,14%[57.1 µM],-23%,5%,0.4,-5,2
COC(=O)C1=CO[C@@H](C)[C@@H]2CN3CC[C@]4(C(=O)Nc5ccccc54)[C@@H]3C[C@H]12,5,-0.6,1%,-2%,-2%,-7%,-0.2,-41,-6
CC(=O)Nc1ccc(C=C2C(=O)NC(=O)NC2=O)cc1,-23,/,-50%[57.1 µM],12%[57.1 µM],1%,0%,/,/,/
O=P(Nc1c(Cl)cccc1Cl)(c1ccccc1)c1nc2c(s1)CCCC2 (stereo unspecified),3,-0.8,35%,14%,-12%,0%,-0.3,-4,-1
C[C@]12CCC3C(CC[C@H]4C[C@@H](O)CC[C@]34C)C1CC[C@@H]2OC(=O)[C@H](N)CCCCN (stereo partly specified),8,/,30%,5%,0%,2%,/,/,/
O=C(N[C@H]1CP(=O)(Oc2ccccc2)O[C@H](COCc2ccccc2)[C@H]1O)C(Cl)(Cl)Cl (stereo partly specified),8,-0.1,21%,8%,?,11%,0.3,-7,0
O=C(C1CC(=O)N(C2CCCC2)C1)N1CCC2(CC1)OCCO2 (stereo unspecified),4,0.5,23%,10%,-13%,0%,0.6,23,5
COc1ccc(-c2ccc(OC)c(OC)c2OC)cc1,10,/,11%,-3%,-5%,3%,/,/,/
CN(C)[C@@H]1C(=O)C(C(N)=O)=C(O)[C@@]2(O)C(=O)C3=C(O)c4c(O)cccc4[C@@](C)(O)C3C[C@@H]12 (stereo partly specified),-7,3.4,-8%,-12%,-14%,5%,-0.7,7,-5
COc1ccccc1N1C(=O)CC(=O)NC1=O,1,0.8,6%,-1%,-13%,-14%,0.9,12,-6
O=C(Cc1ccccc1)Oc1ccc(N2C(=O)C3CCCCC3C2=O)cc1 (stereo unspecified),5,-1.2,8%[57.1 µM],7%[57.1 µM],-24%,1%,0.1,-1,-1
CN(C=O)CP(=O)(O)CN(C)C=O,3,2.2,-12%,-2%,-17%,-2%,0.4,16,-6

Source: PubChem (National Center for Advancing Translational Sciences (NCATS))
